Screening results as filed in PubChem BioAssay.
TAG inh: triacylglycerol accumulation inhibition | H9c2 cells, Nile Red lipid (TAG) fluorescence; cells loaded with 200 µM oleic acid | inhibition, % at 12.5 µM | hit rate 0.66% among 230,000;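 active means pattern-corrected inhibition of lipid staining of at least 50% with the nuclear-stain viability signal not falling by more than 50%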;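 further: 0% = DMSO wells and 100% = triacsin C control wells; some results filed as inactive read as strong as hits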
TAG inh DAPI viability: further read-out of TAG inh, marked with its call; DAPI nuclei signal change (viability), lower = more cytotoxic, %;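 whole-well DAPI fluorescence read on a plate reader as a viability signal; minus 50 percent equals half of cells still viable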
* = called active by the depositor. These rows are one share of the data (hit frequency here may not be typical).

smiles | TAG inh | TAG inh DAPI viability
O=C(COC(=O)COc1ccccc1)Nc1ccc(S(=O)(=O)N2CCOCC2)cc1 | 21 | -10
O=C1/C(=C/c2ccncc2)CCc2ccccc21 | 4 | 3
CCC(CC)c1nnc(NC(=O)c2c(C)nn(Cc3ccccc3Cl)c2C)s1 | 14 | -6
N/C(=N\N=C\c1ccc([N+](=O)[O-])cc1)c1nonc1N | -16 | 8
O=[N+]([O-])c1ccccc1N/N=C/c1ccc2c(c1)OCO2 | 19 | -14
O=C(CCN1c2ccccc2Sc2ccccc21)OCc1nnc(-c2ccccc2)o1 | -7 | -3
O=C(c1ccc(Cl)cc1)N1CCN(c2ccc(N3CCOCC3)nn2)CC1 | 3 | 0
CC[C@H](C)[C@@H](C(=O)NCCCCCCCCCCC(=O)N1CCN(C(=O)OC(C)(C)C)CC1)n1cc(CCCCCNC(=O)OC(C)(C)C)nn1 | 0 | 8
Cc1ccc2cc(C)c3nnc(SCc4ccc(C(=O)O)cc4)n3c2c1C | 4 | -2
Cc1nc(CN2CCN(C(=O)c3ccc(C(C)(C)C)cc3)CC2)cs1 | -16 | -5
CC(C)/C=C1\CCc2c([nH]c3ccccc23)C1=O | -2 | -1
COc1ccccc1NC(=S)NC(=O)/C=C/c1ccco1 | 7 | -1
COCCCNc1nc(CC(C)C)nc2c1nnn2Cc1ccccc1 | 2 | -7
COc1ccccc1CCNS(=O)(=O)c1cn(C)nc1C | 0 | 0
Cc1nc2nc3c(c(=O)n2[nH]1)CCC3 | -14 | 12
CN(C)c1cc[n+](Cc2ccccc2)cc1 | -55 | 3
COCC(=O)N1CCN(c2cccc(Cl)c2)CC1 | -1 | 2
COc1ccc(-c2[nH]c(-c3ccc4c(c3)OCO4)nc2-c2ccccc2)cc1 | 37 | 23
CN(C(=O)c1cccc(S(=O)(=O)N2CCCC2)c1)C1CCCCC1 | -11 | -4
COc1ccc(C(=O)COC(=O)/C=C/c2ccccc2)c(OC)c1 | -18 | -4
Cc1nc(C)c(-c2csc(Nc3ccc(O)cc3C)n2)s1 | 4 | 2
Cc1ccn2c(-c3csc(NCc4ccccc4)n3)c(C)nc2c1 | 3 | 15
O[C@@H]1C[C@H](c2ccccc2)N(Cc2cccs2)C[C@H]1n1cc(C2CC2)nn1 | -2 | -2
O=C(NCC(c1ccco1)N1CCN(c2ccccc2)CC1)C(=O)NC1CCCCC1 (stereo unspecified) | 5 | 5
CCC(C)Sc1nc(O)c(Cc2ccccc2)c(=O)[nH]1 (stereo unspecified) | 7 | -1
CC(=O)n1cc([C@@H]2C=C(C(=O)NCc3ccccc3)O[C@H](OCCCCO)C2)c2ccccc21 | -11 | 0
CC(C)=CCn1c2ccc(NC(=S)NC3CC3)cc2c(=O)n1C | 5 | 3
Cc1ccc(C)c(NC(=O)Nc2ccc3c(c2)OCO3)c1 | -22 | -1
CCCOC(=O)c1ccc(NC(=O)C2C3C=CC(O3)C2C(=O)O)cc1 (stereo unspecified) | 6 | -7
O=C(O)C(c1ccccc1)C(O)C1CC=CCC1 (stereo unspecified) | -4 | 9
CCn1c(SCC#N)nc2cc(S(=O)(=O)N3CCOCC3)ccc21 | -11 | -2
CC(C)(C)N1C(=O)[C@H]2[C@@H](c3ccc(Br)cc3)N3C(=O)N(c4cccc(Br)c4)C(=O)[C@@]3(Cc3ccccc3)[C@H]2C1=O | 43 | -13
S=C(NCC1CCCO1)N1CCN(c2nc(-c3ccccc3)cs2)CC1 (stereo unspecified) | -17 | 7
CCn1cc(C(=O)NC2CCCCC2)c(=O)c2ccc(C)nc21 | 6 | -5
C=CCNC(=S)NNC(=O)C(CCCC)CC(O)COCC(C)C (stereo unspecified) | 9 | -6
Nc1nc(-c2ccc3c(c2)CCCC3)cs1 | -5 | -7
CC(=O)c1ccc(OCc2cccc(C(F)(F)F)c2)cc1O | 18 | -17
O=C(CCC(=O)N1CCOc2ccc(Cl)cc21)NCCCN1CCN(c2ccccc2F)CC1 | -9 | 12
Cc1ccc(CN(C)CC(=O)Nc2cccc([N+](=O)[O-])c2)o1 | -9 | 4
O=C(c1cc2ccccc2o1)N(Cc1nnc(-c2ccccc2Cl)o1)C1CC1 | 3 | -2

(further entries)
Under each structure: TAG inh, TAG inh DAPI viability
> CC(C)CC(N)c1csc(Nc2ccc(C(F)(F)F)cn2)n1 (stereo unspecified)
 : 27, 4
> O=C1CS/C(=N\N=C\c2ccccc2Cl)N1CC1CC1
 : 7, 0
> COc1ccccc1C(=O)NC(=S)Nc1ccc(N2CCN(C(=O)c3ccco3)CC2)cc1
 : -39, -6
> O=C(C/C=N/OCc1c(Cl)cccc1Cl)c1cnc(-c2ccccc2)s1
 : 4, -5
> COCCNC(=O)C1(C)CCN(Cc2ccc(C(C)C)cc2)C1 (stereo unspecified)
 : -1, 3
> Cc1ccccc1C1NC(=O)Cc2ccccc21 (stereo unspecified)
 : -1, 5
> CCOC(=O)[C@H]1[C@H]2COc3ccccc3[C@@H]2N2C(=O)CNC(=O)[C@@]12C
 : -3, -6
> CCOc1ncccc1C(=O)N1CCN(c2ccc(C(F)(F)F)cn2)CC1
 : -18, 7
> CCOc1ccc(/C=N/NC(=O)c2cccc3ccccc23)c(OCC)c1
 : 10, -1
> O=C(NCCC(=O)N1CCN(c2ccccc2F)CC1)c1ccco1
 : -12, 3
> CCc1nnc(NC(=O)C2CCN(C(=O)NC3CCCCC3)CC2)s1
 : -6, 9
> Cc1ccc(NC(=O)c2cc3cccc([N+](=O)[O-])c3[nH]2)cc1
 : 9, -1
> COc1ccc(Nc2nc(C(=O)NCCCN3CCOCC3)cs2)cc1
 : 10, -11
> O=S(=O)(Nc1ccccc1OC(F)F)c1ccc(S(=O)(=O)N2CCCC2)cc1
 : -29, 0
> CCn1c(SCC(=O)N2CCN(c3ccccc3F)CC2)nnc1-c1ccoc1C
 : 2, 1
> CCOC(=O)c1cnc(-c2ccccc2)nc1Oc1ccc(OC)cc1
 : -4, -6
> COc1ccc(Nc2nnc(SCC(=O)NC3CCS(=O)(=O)C3)s2)cc1 (stereo unspecified)
 : -1, -5
> COc1ccccc1NC(=O)CSc1nnc(CCNC(=O)c2ccc(C)cc2)n1C
 : -2, -11
> O=C(Cc1cccc(C(F)(F)F)c1)NCc1cccnc1
 : -16, 2
> Cc1nn(-c2ncc(C(F)(F)F)cc2Cl)c(=O)n1-c1ccccc1F
 : 0, -3
> COc1ccc2c(c1)OC[C@H]1[C@H]2N2C(=O)[C@H](C)NC(=O)[C@@]2(C)[C@H]1c1ccccc1
 : 9, -2
> COc1ccc(O)c(/C=N/c2sc(C)c(C)c2C#N)c1
 : 6, -1
> O=C(Nc1cc(S(=O)(=O)N2CCOCC2)ccc1N1CCOCC1)c1cccs1
 : -13, 11
> CCc1ccnc(NS(=O)(=O)c2ccc3c(c2)OCCO3)c1
 : -14, 8
> CN(C)S(=O)(=O)c1cc(NC(=O)CSc2cccc[n+]2[O-])ccc1Cl
 : -4, 0
> CNS(=O)(=O)c1ccc2nc(NC(=O)/C=C/c3ccco3)sc2c1
 : 6, 3
> CCCC(C)C(=O)Nc1ccc(F)c(Cl)c1 (stereo unspecified)
 : -7, -4
> COc1cccc(C(=O)NNC(=O)CCN2CCN(c3ccccc3)CC2)c1
 : 10, 0
> CCN(CC)C(=O)c1sc(NC(=O)c2c(OC)cccc2OC)c(C#N)c1C
 : -11, 3
> COc1cccc(CNC(=O)c2cccnc2Sc2ccc(C)cc2C)c1
 : 0, 93
> CC1(C)Cc2nc(NCCN3CCOCC3)c(C#N)cc2CO1
 : -21, 15
> COC(=O)C(CCSC)NC(=O)CNS(=O)(=O)c1ccc(F)cc1 (stereo unspecified)
 : -5, 8
> CC1Cc2ccccc2N1C(=O)CNc1cccc(S(=O)(=O)N2CCCC2)c1 (stereo unspecified)
 : 2, -3
> Cc1cccc(NC(=S)NC(=O)/C=C/c2ccccc2)n1
 : -14, -6
> CC(C)(C)n1nnnc1C(c1ccc(F)cc1)N1CCC(C(N)=O)CC1 (stereo unspecified)
 : -4, 2
> COC(=O)C(=C/C=C/c1cccnc1)C(=O)OC
 : 7, 1
> O=C(Cc1nc(-c2cnccn2)no1)NNC(=O)Nc1ccccc1
 : -4, -1
> O=C(Cc1ccccc1)Nc1ccc2c(c1)CCC2
 : 4, 2
> O=C(Cn1cc(C(F)(F)F)ccc1=O)N/N=C/c1ccc(O)cc1
 : 10, -12
> CC1(C(=O)NS(=O)(=O)C2CC2)CCCN(C(=O)c2ccco2)C1 (stereo unspecified)
 : 2, 3

3 compounds out of the list, sorted by molar mass, falling.
Under each structure: TAG inh, TAG inh DAPI viability
> Cc1nn(-c2ncc(C(F)(F)F)cc2Cl)c(=O)n1-c1ccccc1F
 : 0, -3
> CC1(C(=O)NS(=O)(=O)C2CC2)CCCN(C(=O)c2ccco2)C1 (stereo unspecified)
 : 2, 3
> O=C(Cn1cc(C(F)(F)F)ccc1=O)N/N=C/c1ccc(O)cc1
 : 10, -12

(cont.)
Under each structure: TAG inh, TAG inh DAPI viability
> COC(=O)c1cc(-c2ccc(Br)cc2)n[nH]1
 : -6, 10
> CSCCC(NC(=O)c1ccc(Cl)c([N+](=O)[O-])c1)C(=O)N1CCN(C/C=C/c2ccccc2)CC1 (stereo unspecified)
 : 1, -1
> CCOC(=O)C1=C(COC(=O)CCOc2ccc(OCC)cc2)NC(=O)NC1C (stereo unspecified)
 : -7, 1
> COCCn1c(SC(C)C(=O)NCC2CCCO2)nc2sc3c(c2c1=O)CCC3 (stereo unspecified)
 : 30, 4
> CC(=O)NS(=O)(=O)c1ccc(NC(=S)NC(=O)Cc2ccccc2)cc1
 : -1, -9
> O=C(c1ccc(CS(=O)(=O)c2ccc(Br)cc2)o1)N1CCCC1
 : 1, 3
> O=C(CN1CCN(c2ccccc2F)CC1)Nc1ccc2c(c1)CCC2
 : 1, -2
> O=C(NNC(=O)c1cc(Br)c(Br)s1)c1csc(N2CCOCC2)n1
 : 0, 4
> COc1ccccc1NC(=O)c1ccc(NC(=O)CN2CCCC2)cc1
 : -5, -1
> O=C(/C=C/Nc1ccc(F)cc1F)c1ccc(Br)cc1
 : -10, -3

Reprinted from the part before: 4 entries, followed by the next part.
Under each structure: TAG inh, TAG inh DAPI viability
> O=C(CN1CCN(c2ccccc2F)CC1)Nc1ccc2c(c1)CCC2
 : 1, -2
> O=C(NNC(=O)c1cc(Br)c(Br)s1)c1csc(N2CCOCC2)n1
 : 0, 4
> COc1ccccc1NC(=O)c1ccc(NC(=O)CN2CCCC2)cc1
 : -5, -1
> O=C(/C=C/Nc1ccc(F)cc1F)c1ccc(Br)cc1
 : -10, -3
> O=C(CSc1nnc(Nc2ccccc2)s1)NCC1CCCO1 (stereo unspecified)
 : 5, -1
> O=C(CSc1nnc(C2CC2)n1-c1ccccc1)NC1CCS(=O)(=O)C1 (stereo unspecified)
 : 13, 0
> Cc1nn(C)c(C(=O)NNC(=S)NCc2ccco2)c1Br
 : 26, -17
> Clc1ccc(C(c2nnnn2C2CCCC2)N2CCN(c3nc4ccccc4s3)CC2)cc1 (stereo unspecified)
 : -15, 1
> NS(=O)(=O)c1cccc(NC(=O)CSc2ncnc3ccccc23)c1
 : 10, -4
> O=C(CSc1ccc(Br)cc1)NCC1(N2CCCCC2)CCCCC1
 : 4, 11
> C[C@@H]1CN([C@H](C)CO)C(=O)CCCn2nncc2CO[C@H]1CN(C)Cc1ccccc1
 : -3, 6
> COc1ccc(C(=O)Nc2ccccc2N2CCOCC2)cc1S(=O)(=O)N1CCCC1
 : -5, 4
> CCOC(=O)C1CCN(Cc2nnnn2CCc2ccccc2)CC1
 : -8, 3
> CN(C)c1ccc(/C=C(\C#N)C(=O)Nc2nc3c(s2)CCN(Cc2ccccc2)C3)cc1
 : -87, -1
> COC(=O)CCCC1=CC2=CC(=O)C(C)(OC(=O)c3cccs3)C(=O)C2=CN1C1CCCC1 (stereo unspecified)
 : 5, -2
> COc1cc2[nH]c(=O)n(CCC(=O)N3CCN(c4cc(Cl)ccc4C)CC3)c(=O)c2cc1OC
 : 26, 4
> C=CCNc1nc(Cl)nc(NC2CCCCC2)n1
 : -2, 5
> OC(c1ccccn1)C1CCN(Cc2nc(C(c3ccccc3)c3ccccc3)no2)CC1 (stereo unspecified)
 : 7, 2
> Cc1ccnc(SCC(=O)Nc2cccc(S(=O)(=O)N3CCOCC3)c2)n1
 : -6, -1
> COc1cc(C(=O)NNC(=O)CNC(=O)c2ccc(Br)o2)cc(OC)c1OC
 : -18, -1
> CCCn1c(SCC(=O)Nc2ccccc2Oc2ccccc2)n[nH]c1=O
 : 2, -5
> CC1CCCc2sc3ncn(N)c(=N)c3c21 (stereo unspecified)
 : 9, 15
> COC(=O)c1ccc(COc2ccc(C=O)cc2)o1
 : -2, 8
> O=C(CCc1ccccc1)N/N=C/c1cccc([N+](=O)[O-])c1
 : -3, -1
> O=C(NCCCN1CCOCC1)c1cccc(NS(=O)(=O)c2ccc(Br)cc2)c1
 : -9, 3
> CNC(=O)c1c(NC(=O)c2ccco2)sc(C)c1C
 : 12, -3

Four entries from above, as labelled records.
canonical_smiles: O=C(NCCCN1CCOCC1)c1cccc(NS(=O)(=O)c2ccc(Br)cc2)c1
- TAG inh: -9
- TAG inh DAPI viability: 3

canonical_smiles: COC(=O)c1ccc(COc2ccc(C=O)cc2)o1
- TAG inh: -2
- TAG inh DAPI viability: 8

canonical_smiles: COC(=O)CCCC1=CC2=CC(=O)C(C)(OC(=O)c3cccs3)C(=O)C2=CN1C1CCCC1 (stereo unspecified)
- TAG inh: 5
- TAG inh DAPI viability: -2

canonical_smiles: C=CCNc1nc(Cl)nc(NC2CCCCC2)n1
- TAG inh: -2
- TAG inh DAPI viability: 5
